# Screening data deposited in PubChem by The Scripps Research Institute Molecular Screening Center.
# CHRM1 antagonist – human M1 muscarinic receptor antagonists, primary screen, CHO-K1 cells, Fluo-8 calcium fluorescence, 1536-well | inhibition, % at 3 µM | actives 1.3% (n = 360,000) | Muscarinic acetylcholine receptor M1 (Homo sapiens), P11229 | CHO-K1 hM1, ACh EC80 antagonist;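 active means percent inhibition above its own plate's cutoff, namely the mean of that plate's compound wells plus 3 SD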;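 further: peak over basal fluorescence ratio during 140 s after agonist addition; 0% = ACh EC80 plus DMSO and 100% = DMSO alone without agonist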
# M4 antag – human M4 muscarinic receptor antagonists, primary screen, CHO cells, Fluo-8 calcium fluorescence. actives 0.73% (n = 360,000). inhibition, % at 3 µM. AID 624125, 2012. CHO-hM4 cells, ACh EC80. Muscarinic acetylcholine receptor M4 (Homo sapiens), P08173;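 active means inhibition above its plate's cutoff, the mean inhibition of sample wells plus 3 SD, cut at about 27% in these data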;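 further: 0% = acetylcholine EC80 with DMSO and 100% = DMSO without agonist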
# Target sequence (P08173 whole entry, looked up): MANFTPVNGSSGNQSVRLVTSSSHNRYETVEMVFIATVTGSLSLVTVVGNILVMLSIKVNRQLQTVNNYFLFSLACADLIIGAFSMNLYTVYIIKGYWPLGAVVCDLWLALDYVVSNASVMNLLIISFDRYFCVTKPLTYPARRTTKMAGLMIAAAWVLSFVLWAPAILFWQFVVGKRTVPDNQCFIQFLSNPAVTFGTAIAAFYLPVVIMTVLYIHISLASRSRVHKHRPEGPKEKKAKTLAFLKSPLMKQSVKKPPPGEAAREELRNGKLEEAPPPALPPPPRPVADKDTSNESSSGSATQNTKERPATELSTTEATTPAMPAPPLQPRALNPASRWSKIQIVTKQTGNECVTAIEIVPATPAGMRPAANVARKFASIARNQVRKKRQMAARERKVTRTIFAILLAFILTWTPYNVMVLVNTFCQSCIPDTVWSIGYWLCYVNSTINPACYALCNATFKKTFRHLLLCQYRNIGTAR
# M4 ag – human M4 muscarinic receptor agonists, primary screen, CHO-K1 cells, Fluo-8 calcium fluorescence; activation, % at 3 µM; CHO-K1 hM4/Gqi5; vehicle 0%, full acetylcholine response 100%; Muscarinic acetylcholine receptor M4 (Homo sapiens), P08173; actives 0.14% (n = 360,000);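 active means activation above the run mean over all test wells plus 3 SD, cut at about 32% in these data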;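 further: peak over basal fluorescence ratio per well then scaled between controls; 0% = DMSO wells and 100% = acetylcholine at EC100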
# CHO parental Ca – ATP-evoked calcium signal inhibitors, parental CHO, primary screen, counter-screen for OX1R antagonist project, cell-based, fluorescence, Fluo-8 calcium dye; inhibition, % at 5.6 µM; AID 463079, 2010; actives 0.63% (n = 330,000); parental CHO-K1, ATP-induced calcium, Fluo-8 fluorescence;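 active means inhibition above that plate's mean sample inhibition plus 3 SD, cut at about 26% in these data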;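 further: 0% = ATP-challenged DMSO wells and 100% = DMSO wells without ATP; some compounds past the cut are filed as inactive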
#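 Assay system: parental CHO cells; Read-out basis: percent inhibition of ATP-evoked calcium rise, normalized to controls; Benchmarks: ATP and no-ATP DMSO wells; Compound dosing: single nominal dose of 5.6 µM per compound; Signal: Fluo-8 calcium dye fluorescence; Also added: ATP as calcium-mobilizing challenge; Repeats: singlicate.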
# CHRM1 agonist – human M1 muscarinic receptor agonists, primary screen, Fluo-8 calcium fluorescence, CHO-K1 cells, HTS. Muscarinic acetylcholine receptor M1 (Homo sapiens), P11229. activation, % at 3 µM. CHO-K1 hM1, agonist mode; 0% DMSO, 100% acetylcholine EC100. AID 588814, 2011. actives 0.33% (n = 360,000);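 active means activation above the run's mean compound activation plus 3 SD, cut at about 16% in these data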;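 further: peak over basal fluorescence ratio within a 140 s kinetic read after compound addition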
# CHO-K1 Ca antag – M1 antagonist counterscreen hit in parental CHO-K1 cells; AID 602250; actives 0.6% (n = 360,000); inhibition, % at 3 µM; ATP-induced calcium, Fluo-8 fluorescence;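 active means inhibition above a per-plate cutoff, the plate's mean sample inhibition plus 3 SD, cut at about 24% in these data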;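 further: 0% = DMSO plus EC80 ATP and 100% = DMSO alone without ATP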
# CHO-K1 Ca ag – counter-screen for M1 agonists: effect in parental CHO-K1 cells; Fluo-8 calcium fluorescence; scaled to maximal ATP response, vehicle zero; activation, % at 3 µM; actives 0.48% (n = 360,000); AID 602248, 2012; in the data active means activation above about 15%;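 further: untransfected CHO-K1 host cells lacking M1 receptor as counterscreen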
# OXTR potentiator – human OXTR potentiators, primary screen, fluorescence, CHO-OTR cells, Fluo-8 calcium. Fluo-8 calcium fluorescence, potentiator mode; 0% = oxytocin EC15, 100% = EC100. activation, % at 3 µM. actives 0.061% (n = 320,000);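 active means activation above that plate's cutoff, the mean activation of tested compounds plus 3 SD, cut at about 6.6% in these data, passing the limit was not always enough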;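 further: 100% uses oxytocin at 75 nM as the full agonist control; some results filed as inactive read as strong as hits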
#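 Measured by – Fluo-8 calcium dye fluorescence · Test system – human OTR in CHO cells · Dosing – one concentration, 3.0 µM compound · Controls – EC15 oxytocin alone as 0%, 75 nM oxytocin as 100% · Evaluation – normalized max/min fluorescence ratio, % activation · Timing – 6 min pre-incubation, 100 s read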
# M1 PAM – human M1 muscarinic receptor positive allosteric modulators, primary screen, CHO-K1 cells, Fluo-8 calcium fluorescence, 1536-well | activation, % at 3 µM | CHO-K1 hM1, ACh EC20; 0% = ACh EC20, 100% = maximal ACh | AID 588819, 2011 | Muscarinic acetylcholine receptor M1 (Homo sapiens), P11229 | actives 0.088% (n = 360,000); in the data active means activation above about 19%, passing the limit was not always enough
# An asterisk follows results filed as active; nt = no result given. Some of the compounds tested. The share of hits here may be higher or lower than overall.
no. | SMILES | CHRM1 antagonist | M4 antag | M4 ag | CHO parental Ca | CHRM1 agonist | CHO-K1 Ca antag | CHO-K1 Ca ag | OXTR potentiator | M1 PAM
1 | CC(=O)OC1CCC2(C)C(CCC3C4CC(N5CC5)C(C(C)=O)C4(C)CC(=O)C32)C1 (configuration not stated) | -13.4 | -10.1 | -0.3 | nt | -5.8 | 3.2 | -0.4 | nt | 12.7
2 | OC[C@H]1O[C@@H](n2cnc3cc(Cl)c(Cl)cc32)[C@H](O)[C@@H]1O | -21.6 | 11.8 | 0.3 | -14.5 | -2.1 | -1.9 | 0.6 | -6.1 | 1.8
3 | COC(=O)[C@@H]1N=C(c2ccc(OC)cc2)O[C@]12C(=O)N(C)c1cccc(Cl)c12 | nt | 0.5 | 1.8 | nt | nt | -13.6 | 0.7 | nt | nt
4 | COc1ccc(OCC(=O)Nc2ccc(Cl)cc2C(=O)c2ccccc2)cc1 | -8.5 | -5.4 | -0.1 | -23.2 | -2.1 | 10.7 | -0.5 | 0.7 | -1.4
5 | O=C(NC(=S)N1C[C@H]2C[C@H](C1)c1cccc(=O)n1C2)c1ccc(Cl)cc1 | 18.7 | -21.1 | 1.9 | -8.1 | -1.6 | 15.0 | -0.5 | 0.9 | -4.0
6 | c1cc2c(cc1CCNC1CCCCCC1)OCO2 | 18.9 | 7.8 | 0.8 | -28.3 | -4.9 | -3.3 | 1.0 | -6.9 | -10.7
7 | COC(=O)C1=C(c2c(C)noc2C)C[C@@H]2CC[C@H]1N2C(=O)N1CCCCC1 | -11.2 | -1.1 | 1.9 | -8.4 | 0.1 | -23.1 | 0.5 | -4.8 | -0.6
8 | CCCCc1nc2ccccc2c(=O)n1-c1ccccc1O | 2.8 | -5.1 | -0.1 | -18.3 | -4.5 | 10.8 | 0.2 | -9.5 | 1.4
9 | C[C@]12CCC3C(CC[C@H]4C[C@@H](O)CC[C@]34C)C1C[C@@H](O)[C@]2(C)O (some centres not stated) | 4.1 | -9.8 | 3.1 | -2.9 | -1.9 | 3.8 | 0.3 | -1.4 | -3.2
10 | Clc1ccccc1CN1CCN(c2ccccc2)CC1 | -7.9 | -6.4 | -1.4 | -5.7 | -5.0 | -15.6 | 0.0 | 1.9 | 7.2
11 | O=c1[nH]c(=S)n(-c2ccccc2)c(O)c1/C=N/N1CCCCC1c1cccnc1 (configuration not stated) | -11.7 | -0.7 | 1.5 | -30.4 | -2.8 | -12.9 | 0.7 | -5.5 | 3.7
12 | CC12CCCCC1N(O)CN2O (configuration not stated) | -6.2 | -3.7 | -0.1 | 1.8 | -2.9 | -9.7 | 0.4 | -3.3 | 6.9

# Ordered by molar mass (falling): some entries from above.
no. | SMILES | CHRM1 antagonist | M4 antag | M4 ag | CHO parental Ca | CHRM1 agonist | CHO-K1 Ca antag | CHO-K1 Ca ag | OXTR potentiator | M1 PAM
1 | CC(=O)OC1CCC2(C)C(CCC3C4CC(N5CC5)C(C(C)=O)C4(C)CC(=O)C32)C1 (configuration not stated) | -13.4 | -10.1 | -0.3 | nt | -5.8 | 3.2 | -0.4 | nt | 12.7
3 | COC(=O)[C@@H]1N=C(c2ccc(OC)cc2)O[C@]12C(=O)N(C)c1cccc(Cl)c12 | nt | 0.5 | 1.8 | nt | nt | -13.6 | 0.7 | nt | nt
5 | O=C(NC(=S)N1C[C@H]2C[C@H](C1)c1cccc(=O)n1C2)c1ccc(Cl)cc1 | 18.7 | -21.1 | 1.9 | -8.1 | -1.6 | 15.0 | -0.5 | 0.9 | -4.0
7 | COC(=O)C1=C(c2c(C)noc2C)C[C@@H]2CC[C@H]1N2C(=O)N1CCCCC1 | -11.2 | -1.1 | 1.9 | -8.4 | 0.1 | -23.1 | 0.5 | -4.8 | -0.6
9 | C[C@]12CCC3C(CC[C@H]4C[C@@H](O)CC[C@]34C)C1C[C@@H](O)[C@]2(C)O (some centres not stated) | 4.1 | -9.8 | 3.1 | -2.9 | -1.9 | 3.8 | 0.3 | -1.4 | -3.2
2 | OC[C@H]1O[C@@H](n2cnc3cc(Cl)c(Cl)cc32)[C@H](O)[C@@H]1O | -21.6 | 11.8 | 0.3 | -14.5 | -2.1 | -1.9 | 0.6 | -6.1 | 1.8
8 | CCCCc1nc2ccccc2c(=O)n1-c1ccccc1O | 2.8 | -5.1 | -0.1 | -18.3 | -4.5 | 10.8 | 0.2 | -9.5 | 1.4
10 | Clc1ccccc1CN1CCN(c2ccccc2)CC1 | -7.9 | -6.4 | -1.4 | -5.7 | -5.0 | -15.6 | 0.0 | 1.9 | 7.2
6 | c1cc2c(cc1CCNC1CCCCCC1)OCO2 | 18.9 | 7.8 | 0.8 | -28.3 | -4.9 | -3.3 | 1.0 | -6.9 | -10.7
12 | CC12CCCCC1N(O)CN2O (configuration not stated) | -6.2 | -3.7 | -0.1 | 1.8 | -2.9 | -9.7 | 0.4 | -3.3 | 6.9
